Compound activity (PubChem)
ELG1 DNA repair: ELG1-dependent DNA repair inhibition; HEK293T ELG1-luciferase reporter, luminescence, 16 h; DNA damage induced by 5-fluorouridine; Potency, µM (series often up to 46.1 µM), for inactives: at the top dose activity change, negative = inhibition, usual class: inhibitors; hit rate 2.3% among 330,000; AID 504467; further: potency means the concentration at half of the fitted maximal effect; on the % scale 0 is the no-effect control and ±100 the full control effect; nearly all actives have a fitted effect of over 55% in size
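DMSO vehicle served as the neutral condition. Each well held 2,000 cells given 5-fluorouridine plus compound; after 16 hr at 37 °C/5% CO2, ONE-Glo was added and luciferase measured 30 min later.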
PTAP TSG101 blk: blocks PTAP/TSG101 interaction to inhibit HIV-1 budding | Q99816 | Fluorescence polarization, FITC-PTAP peptide / Tsg101 binding | Potency, µM (series often up to 115 µM), for the others: top-dose activity change, negative = inhibition, hits mostly inhibitors | 340,000 tested, under 10 active; active means well fitted inhibition curve with a large enough effect in the main read-out, with a control signal flat, not every such curve was filed as active; inconclusive means small, poorly fitted or top-dose-only effect, or effect the other way, or a change in a side signal; inactive means no such curve, though single readings can be large or run the other way; further: potency means the concentration at half of the fitted maximal effect; % of control where 0% means no effect
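Fluorescence anisotropy tracks displacement of a FITC-tagged PTAP peptide (50 nM) from the Tsg101 binding domain (10 uM), following a 20 min room-temperature incubation at pH 7.5.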
B2AR arrestin: recruits beta-arrestin to the human beta2-adrenergic receptor | P07550 | beta-arrestin recruitment to beta2AR, cell-based reporter | Potency, µM (top dose mostly 46.1 µM), without a hit: at the top dose activation, most hits filed as activators | hit rate 0.02% among 330,000;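 further: potency means the concentration at half of the fitted maximal effect; 0% = DMSO controls and full agonism = EC100 isoproterenol or metaproterenol; nearly all actives have a fitted effect of over 65% in size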
TSHR antag: antagonists of human thyroid stimulating hormone receptor; P16473; TSHR-expressing cells, TSH-stimulated cAMP HTRF, 2 h; active compounds read low; activity change, negative = inhibition, % at 11.5 µM; hit rate 0.2% among 330,000;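 active means activity change below a set negative limit, meaning inhibition stronger than a set level, cut at about -70% in these data; inconclusive means activity change between two set negative limits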; further: on the % scale 0 is the no-effect control and ±100 the full control effect
Target sequence (P16473 whole entry, looked up): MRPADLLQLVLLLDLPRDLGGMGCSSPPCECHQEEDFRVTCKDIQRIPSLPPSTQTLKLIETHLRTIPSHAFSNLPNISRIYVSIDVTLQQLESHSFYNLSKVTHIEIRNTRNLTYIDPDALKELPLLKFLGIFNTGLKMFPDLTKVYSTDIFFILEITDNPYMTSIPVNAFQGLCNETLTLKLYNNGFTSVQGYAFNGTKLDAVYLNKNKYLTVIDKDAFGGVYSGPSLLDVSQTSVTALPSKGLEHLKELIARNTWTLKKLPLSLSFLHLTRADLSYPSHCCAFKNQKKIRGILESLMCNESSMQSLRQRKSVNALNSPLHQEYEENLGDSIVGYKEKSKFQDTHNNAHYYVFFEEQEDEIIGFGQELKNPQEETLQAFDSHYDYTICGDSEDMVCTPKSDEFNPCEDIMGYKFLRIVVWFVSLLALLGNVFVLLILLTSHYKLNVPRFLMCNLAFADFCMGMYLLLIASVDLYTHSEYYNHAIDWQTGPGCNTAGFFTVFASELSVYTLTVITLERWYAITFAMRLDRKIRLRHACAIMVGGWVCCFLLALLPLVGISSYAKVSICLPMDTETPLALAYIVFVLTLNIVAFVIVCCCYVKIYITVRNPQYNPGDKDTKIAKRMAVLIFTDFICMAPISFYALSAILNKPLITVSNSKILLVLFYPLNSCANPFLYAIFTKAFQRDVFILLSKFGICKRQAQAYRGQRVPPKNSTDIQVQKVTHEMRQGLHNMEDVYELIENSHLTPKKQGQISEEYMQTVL
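Antagonism was scored as loss of TSH-driven cAMP in TSHR cells, stimulated with 4nM TSH (EC80) for 2 hours at 37 deg C and detected by homogeneous HTRF competition immunoassay.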
USP2a inh: blocks human ubiquitin-specific protease USP2a | hit rate 0.01% among 330,000 | Potency, µM (doses to about 38.3 µM), for inactives: at the highest dose activity change, negative = inhibition, usual class: inhibitors | USP2 core, Ub-CHOP2 coupled fluorogenic reporter, 485/531;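 further: potency means the concentration at half of the fitted maximal effect; plate controls were DMSO wells for no effect and full inhibition by NEM control for full effect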
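Cell-free coupled assay: 10nM USP2 core preincubated 30min RT with compound in Tris-HCl pH 8.0/CaCl2/CHAPS buffer, then 25nM Ub-CHOP2 and 25nM reporter substrate; fluorescence (Ex 485/Em 531) read after 60min RT, normalized to NEM inhibition, concentration-response curves fitted.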
TCR activator: activates T cell receptor signaling | primary human leukocytes, anti-CD3, IL-2 HTRF, 48 h | 330,000 tested, under 10 active | Potency, µM (series often up to 9.22 µM), for inactives: at the highest dose activation of IL-2 secretion, actives largely listed as activators; further: % of control where 0% means no effect
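IL-2 release read by HTRF sandwich (Eu cryptate donor, d2 acceptor, 665 nm emission) after 48 hr exposure of primary human leukocytes to compound together with anti-CD3 beads in the absence of co-stimulatory signals.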
BCR signal inh: blocks chronic active B-cell receptor signaling; ABC-DLBCL IkBa-CBG/CBR reporter, luminescence ratio, 4 h; Potency, µM (highest dose often 46.1 µM), inactives show at the highest dose ratio change, negative = lower green/red ratio, most hits filed as inhibitors; hit rate 0.05% among 340,000; active means well fitted inhibition curve with a large enough effect in the signal ratio, with a control signal flat, not every such curve was filed as active; inconclusive means small, poorly fitted or top-dose-only effect, or effect the other way, or a change in a side signal; the % refers to the signal ratio;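 further: potency means the concentration at half of the fitted maximal effect; plate controls were basal doxycycline-induced cells for no effect and cells given 10 µM MG132 for full effect; MG132 reads +100%, hits lower the ratio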
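Concentration-response series (up to 46 uM) were applied to TMD8 dual-reporter cells for 4 h at 37C with doxycycline. Green/red ratio, after filter-overlap correction, defined %Activity; red signal alone was normalised to basal cells and zero luminescence.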
Tb PFK inh: inhibitors of T. brucei phosphofructokinase; T. brucei PFK, ADP-Glo luminescence; Potency, µM (doses to about 57.5 µM), for the others: at the top dose activity, negative = inhibition, most hits filed as inhibitors; O15648; AID 485367; hit rate 0.17% among 330,000;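 further: potency means the concentration at half of the fitted maximal effect; 0% = uninhibited 1x PFK enzyme wells and -100% = no-enzyme wells; nearly all actives have a fitted effect of over 60% in size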
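In TEA buffer at pH 8.0 with 5 mM MgCl2, enzyme (1.25 nM) converted F6P (0.5 mM) and ATP (0.1 mM) for 45 min at room temperature. ADP product was read by luciferase luminescence.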
Eya2 inh: inhibitors of human Eya2 phosphatase activity; Potency, µM (top dose mostly 76.9 µM), inactives show top-dose activity, negative = inhibition, actives largely listed as inhibitors; recombinant Eya2, OMFP fluorescence dephosphorylation (OMFP is methylfluorescein phosphate); hit rate 0.006% among 330,000; further: potency means the concentration at half of the fitted maximal effect; on the % scale 0 is the no-effect control and ±100 the full control effect
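Eya2 (0.2 uM) preincubated 10 min at ambient with compound, then OMFP substrate added at 50 uM; 10 min reaction in 50 mM HEPES pH 7.5, 50 mM NaCl, 5 uM MgCl2, 0.05% BSA, 1 mM DTT. Fluorescence read at Ex 485/Em 525 nm.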
uPA surface inh: cell surface uPA generation inhibition; cell surface uPA generation assay, qHTS; Potency, µM (highest dose often 38.3 µM), without a hit: at the highest dose activity change, negative = inhibition, actives largely listed as inhibitors; hit rate 0.31% among 330,000; AID 540303; active means well fitted inhibition curve with a large enough effect; inconclusive means small, poorly fitted or top-dose-only effect; inactive means no such curve, though single readings can be large or run the other way; tested in mouse RAW 264.7 cells; further: potency means the concentration at half of the fitted maximal effect; on the % scale 0 is the no-effect control and ±100 the full control effect; nearly all actives have a fitted effect of over 55% in size
Mito fusion act: mitochondrial division inhibition or fusion activation | hit rate 0.23% among 320,000 | Potency, µM (highest dose often 46.1 µM), for inactives: at the top dose growth rescue (activation), actives largely listed as activators | S. cerevisiae fusion-defective mutant growth rescue, CellTiterGlo 48 h;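 further: potency means the concentration at half of the fitted maximal effect; % of control where 0% means no effect; nearly all actives have a fitted effect of over 45% in size; temperature-sensitive fusion mutants such as fzo1-1 at 37 °C on non-fermentable ethanol glycerol medium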
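Compounds are tested for their ability to restore growth of mitochondrial fusion-defective yeast strains at non-permissive 37C in YPEG medium over 48 hours. Viability is quantified by luciferase luminescence.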
Active calls of the source: *; ? = inconclusive; . = no result given; [ ] = remark or other dose. Unless noted, the call rests on the fitted dose curve; in most records, active means well fitted curve in the direction sought with a large enough effect; inconclusive means small, poorly fitted or top-dose-only effect, or another doubt; inactive means no such curve, though single readings can be large; an effect the other way counts as inactive or inconclusive. Rows were taken by chance; 3% or so of the library scored in one or more.

SMILES	ELG1 DNA repair	PTAP TSG101 blk	B2AR arrestin	TSHR antag	USP2a inh	TCR activator	BCR signal inh	Tb PFK inh	Eya2 inh	uPA surface inh	Mito fusion act
CCN(C[C@H]1N[C@@](C)(C(=O)OC)[C@H]2C(=O)N(Cc3ccccc3)C(=O)[C@@H]12)C(=O)Nc1ccc(OC)cc1	17%	-6%	-0.8%	13	-2%	-1%	0%	1%	4%	0%	.
COc1cc(NC(=O)Cn2c(=O)n(CC3CCCO3)c(=O)c3ccccc32)cc(OC)c1 (configuration not stated)	-14%	-15%	-0.5%	-4	-1%	5%	?	1%	15%	22%	-5%
CC(Sc1ncccn1)C(=O)NC1(C#N)CCCCC1 (configuration not stated)	?	-3%	-0.3%	1	-1%	-4%	5%	0%	6%	6%	-7%
CC1=CC(C)(C)Nc2ccc(OC(=O)C(Cc3ccccc3)N3C(=O)C4CCCCC4C3=O)cc21 (configuration not stated)	-7%	-1%	-0.2%	-18	2%	-137%	-17%	1%	-1%	-6%	5%
COc1ccc(NC(=O)CN(C)C(=O)c2ccc3c(c2)S(=O)(=O)N=C2CCCCCN23)cc1	12%	.	0.3%	8	3%	3%	-2%	0%	-10%	9%	0%
CCOc1ccc(NC(=O)c2cc3n(n2)C(C(F)(F)F)CC(c2ccco2)N3)cc1 (configuration not stated)	11%	-3%	0.4%	4	1%	0%	?	2%	-12%	7%	1%
CC1(C(=O)N2CCC(CC3CC(c4ccc(Cl)cc4)=NO3)(C(=O)NCC3CCCCC3)CC2)CC1 (configuration not stated)	?	0%	-0.5%	-4	-1%	5%	?	-4%	1%	-2%	-20%
COc1cccc(N2CCN(C(=O)CCn3c(=S)[nH]c4cc5c(cc4c3=O)OCO5)CC2)c1	-1%	.	0.0%	-2	1%	.	16%	0%	19%	.	2%
COc1ccccc1-n1c(SCC(=O)NC2CCCCC2)nc2c(c1=O)SCC2	-6%	0%	0.3%	10	0%	3%	?	0%	-12%	13%	1%
CC(C)OC(=O)CSc1nnc2c(n1)[nH]c1ccc(F)cc12	2%	-1%	0.0%	-9	-2%	8%	?	1%	1%	8%	4%
CCc1nnc(NC(=O)CCC(=O)N2CCN(c3ccccn3)CC2)s1	-6%	-5%	-0.8%	10	2%	3%	-2%	3%	-7%	4%	-4%
c1ccc(CCNc2ncnc3nc[nH]c23)cc1	?	-1%	-0.2%	-12	-1%	3%	?	-6%	11%	-4%	9%
Clc1ccccc1Cn1c(/C=C/c2ccco2)nc2ccccc21	-7%	0%	11%	4	1%	-1%[46.1 µM]	0%	-1%	-1%	-6%	-5%
COc1cccc(-c2cc3nc(-c4ccccc4)cc(N4CCCC(O)C4)n3n2)c1 (configuration not stated)	16µM*	-2%	0.1%	-2	-2%	5%	?	9%	-9%	-64%	?
CC(C)C[C@H](NC(=O)N1CCN(c2ccccc2)CC1)C(=O)O	9%	-6%	0.2%	-2	5%	.	-1%	0%	-2%	6%	4%
CC(=O)C1=C(C)NC(=O)NC1c1cccc([N+](=O)[O-])c1O (configuration not stated)	-11%	-5%	0.1%	-6	1%	-1%	1%	-8%	0%	2%	4%
CCOCCCNc1nc(-c2ccccc2)nc2ccccc12	?	-3%	-0.8%	-13	1%	0%	?	0%	-4%	-10%	1%
O=C(OCc1ccccc1)C1=NNC2C(=O)N(Cc3ccccc3)C(=O)C12 (configuration not stated)	11%	-6%	0.0%	13	-1%	1%	-4%	-16%	-12%	0%	2%
CC[C@]12c3[nH]c4ccc(Cl)cc4c3CCN1C(=O)[C@@H](CC(=O)NCc1ccc(OC)c(OC)c1)C[C@@H]2C(=O)N1CCN(C(=O)C2CC2)CC1	0%	2%	-0.7%	-4	-8%	0%[46.1 µM]	-1%	-6%	-5%	7%	.
O=C(Cn1c(=O)sc2ccccc21)Nc1ccc(S(=O)(=O)N2CCCCC2)cc1	?	-4%	0.5%	-13	1%	-3%[46.1 µM]	21%	-8%	-12%	0%	4%
O=C(CC1Nc2ccccc2NC1=O)Nc1ccccc1NC(=O)CC1Nc2ccccc2NC1=O (configuration not stated)	-6%	.	-0.3%	20	3%	.	?	0%	5%	.	-3%
O=C(CN1CSCC1=O)N1CCN(S(=O)(=O)c2cc(C(F)(F)F)ccc2Cl)CC1	2%	-2%	-1.6%	-3	1%	4%	-2%	6%	13%	-5%	-7%
N#Cc1c(-c2ccc(F)cc2)nc(-c2ccccc2)[nH]c1=O	?	-9%	-0.8%	9	9%	18%	?	3%	7%	0%	-1%
CC(=O)c1cc(-c2ccccc2)n(CCC(=O)NC2CCCCCC2)c1C	-8%	1%	-1.3%	-7	1%	2%[46.1 µM]	?	4%	-2%	-1%	-4%
Cc1[nH]c2ccccc2c1C(=O)CSc1nc2ccccc2[nH]1	-26%	3%	0.2%	-2	2%	0%	?	-3%	-8%	6%	0%

The list continues.
SMILES	ELG1 DNA repair	PTAP TSG101 blk	B2AR arrestin	TSHR antag	USP2a inh	TCR activator	BCR signal inh	Tb PFK inh	Eya2 inh	uPA surface inh	Mito fusion act
O=C(Nc1ccc(N2CCOCC2)cc1N1CCOCC1)c1ccc(F)cc1	-9%	-1%	0.1%	.	-1%	1%	-2%	1%	-1%	-1%	.
Cn1cccc1/C=C1\CCC/C(=C\c2cccn2C)C1=O	?	?	0.7%	-8	?	3%	?	1%	?	-5%	15%
Cc1ccc(C(=O)ONc2ccc(N=NC(=O)c3ccccc3O)cc2)cc1	?	-7%	-0.9%	34	0%	0%	?	0%	-6%	3%	-3%
O=[N+]([O-])c1cccc(NNS(=O)(=O)c2ccccc2F)c1	?	0%	0.5%	17	3%	-2%	-22%	-2%	-3%	9%	-17%
O=C(O)[C@H](Cc1ccccc1)N1C(=O)c2ccncc2C1=O	7%	-5%	-0.6%	7	4%	8%	-1%	11%	1%	.	-7%
CN1CCN(c2ccc(Cl)cc2NS(=O)(=O)c2ccccc2Cl)CC1	-1%	-11%	-0.1%	-9	-4%	0%	13%	-2%	5%	2%	-20%
CCCN(CCC)C1CC(=O)N(Cc2ccccc2)C1=O (configuration not stated)	1%	-1%	0.5%	-4	3%	0%	?	6%	-9%	9%	-22%
Cc1cc(C(=O)O)sc1C	?	-5%	0.3%	20	1%	-5%	20%	-1%	1%	.	0%
COc1cc(C(=O)OCC(=O)NCCCc2ccccc2)ccc1OCC(C)C	-6%	1%	-0.3%	-2	-2%	3%	1%	-8%	?	0%	-8%

Rewritten with values under each structure: entries from further up.
Results follow in this order: ELG1 DNA repair, PTAP TSG101 blk, B2AR arrestin, TSHR antag, USP2a inh, TCR activator, BCR signal inh, Tb PFK inh, Eya2 inh, uPA surface inh, Mito fusion act
Cc1[nH]c2ccccc2c1C(=O)CSc1nc2ccccc2[nH]1
    -26%, 3%, 0.2%, -2, 2%, 0%, ?, -3%, -8%, 6%, 0%
O=C(Nc1ccc(N2CCOCC2)cc1N1CCOCC1)c1ccc(F)cc1
    -9%, -1%, 0.1%, ., -1%, 1%, -2%, 1%, -1%, -1%, .
Cn1cccc1/C=C1\CCC/C(=C\c2cccn2C)C1=O
    ?, ?, 0.7%, -8, ?, 3%, ?, 1%, ?, -5%, 15%
Cc1ccc(C(=O)ONc2ccc(N=NC(=O)c3ccccc3O)cc2)cc1
    ?, -7%, -0.9%, 34, 0%, 0%, ?, 0%, -6%, 3%, -3%
O=[N+]([O-])c1cccc(NNS(=O)(=O)c2ccccc2F)c1
    ?, 0%, 0.5%, 17, 3%, -2%, -22%, -2%, -3%, 9%, -17%
O=C(O)[C@H](Cc1ccccc1)N1C(=O)c2ccncc2C1=O
    7%, -5%, -0.6%, 7, 4%, 8%, -1%, 11%, 1%, ., -7%
CN1CCN(c2ccc(Cl)cc2NS(=O)(=O)c2ccccc2Cl)CC1
    -1%, -11%, -0.1%, -9, -4%, 0%, 13%, -2%, 5%, 2%, -20%
